NCI-60 one-dose screen, 48 h, at 10 µM unless noted. Numbers give growth in % (100 = growth as untreated, 0 = no growth, -100 = all killed).
HL-60(TB) = HL-60(TB) leukemia cells. actives 9% (n = 78,000); active = growth percent below 10
* marks the source's active call; other numbers are inactive results; & = joins results of further samples; [ ] = remark or other dose. A portion of the library, so the mix of outcomes need not match the whole.

The first four entries (preview)
SMILES,HL-60(TB)
COc1ccc(N2CCN(c3nc(-c4ccccc4)c(C#N)c(=O)[nH]3)CC2)cc1,55
c1ccc(CCN2CCOCC2)cc1,76
CC(=O)N1CCOC12CCN(Cc1ccccc1)CC2,110
CCc1ccccc1NC(=O)/C(C#N)=C/c1ccc(Cl)cc1,203

All compounds of this part, repeating the preview:
SMILES,HL-60(TB)
COc1ccc(N2CCN(c3nc(-c4ccccc4)c(C#N)c(=O)[nH]3)CC2)cc1,55
c1ccc(CCN2CCOCC2)cc1,76
CC(=O)N1CCOC12CCN(Cc1ccccc1)CC2,110
CCc1ccccc1NC(=O)/C(C#N)=C/c1ccc(Cl)cc1,203
CC1=C(C(=O)OC(C)(C)C)C(c2ccc3c(c2)OCO3)NC(=O)N1 (stereo not drawn),96
O=c1[nH]cc(/C=N\Nc2ccccc2)c(=O)[nH]1,0.8*
CCC(O)(CC)c1ccccc1,99
COC(=O)c1ccc(NC(N)=NCC(C)(C)COc2ccc(C(F)(F)F)cc2)nc1,-49*
COc1ccccc1N=C(N)Nc1ccccc1OC,85
Cc1oc(-c2ccc(Cl)c(Cl)c2)cc1C(=O)Nc1ccccc1,97
Cc1nc(-c2cccs2)ccc1NC(=O)Nc1ccc2c(c1)OCO2,90
COC(=O)c1ccc(NC(=O)Cn2c(=S)n(-c3ccccc3)c(=O)c3ccccc32)cc1,94
CC(C)C[C@H](NC(=O)/C=C/Cn1ccc2ccccc2c1=O)B(O)O,24
CCCn1c(=S)sc2c(=O)[nH]c(C)nc21,91
COc1cc(/C=C2\C(=O)Nc3ccccc32)cc(OC)c1O,1.9*
COc1ccc(/C=N/NC(=O)c2cnn3c2NC(c2ccccc2)C3)cc1Oc1ccccc1 (stereo not drawn),92
CC1CCc2[nH]c(=O)c(C(N)=O)c(C#N)c2C1 (stereo not drawn),102
O=C(/C=C/c1cccc(OCc2ccc(F)cc2)c1)c1nc2ccccc2[nH]1,8.0*
Oc1ccccc1/C=N/NC(=S)NC1CC2C=CC1C2 (stereo not drawn),58
NS(=O)(=O)c1ccc(CCNC(=O)CSc2ccc(-c3ccccc3)nn2)cc1,78
O=C(COc1cccc(/C=C2\COc3ccccc3C2=O)c1)c1ccccc1,40
O=C(/C=C/c1ccccc1Cl)c1nc2ccccc2n1Cc1ccc(F)cc1,-38*
CN(C)CCC(=O)c1cccc2ccccc12,107
NC(=O)c1ccc(NC(=O)c2oc3ccccc3c2-c2cnn(-c3ccccc3)c2)cc1,98[50 µM]
CC(C)=CCC/C(C(=O)O)=C1/[C@@H](O)C[C@@]2(C)[C@H]1C[C@@H](O)[C@H]1[C@@]3(C)CC[C@@H](O)[C@@H](C)[C@@H]3CC[C@@]12C,94
Cc1cc(C)n(-c2nc3ccccc3n3c(C)nnc23)n1,93
Nc1c(Cl)cc(/C=C2\C=Cc3ccccc32)cc1Cl,104
Cc1ccc([N+](=O)[O-])c(C)c1,94
O=C(NCCNc1cc(-c2cn(-c3ccccc3)nc2-c2cccc(O)c2)ccn1)c1cccc(O)c1,83
Cc1ccc(S(=O)(=O)/N=c2/n(-c3ccccc3)nc3n2CCN3C2=NCCN2)cc1,112

Some of the entries above, reformatted:
compound: Cc1nc(-c2cccs2)ccc1NC(=O)Nc1ccc2c(c1)OCO2
  HL-60(TB): 90

compound: COC(=O)c1ccc(NC(=O)Cn2c(=S)n(-c3ccccc3)c(=O)c3ccccc32)cc1
  HL-60(TB): 94

compound: CC(=O)N1CCOC12CCN(Cc1ccccc1)CC2
  HL-60(TB): 110

compound: COC(=O)c1ccc(NC(N)=NCC(C)(C)COc2ccc(C(F)(F)F)cc2)nc1
  HL-60(TB): -49*

(cont.)
SMILES,HL-60(TB)
OCCCCc1ccccc1,93
COc1cc(-c2nn(CN3CCN(S(=O)(=O)c4ccc(Cl)cc4)CC3)c(=S)o2)cc(OC)c1OC,109
Clc1ccc2c(NCCCNc3nc(-n4ccnc4)nc4ccccc34)ccnc2c1,69
COC(=O)C1C2CC(C(Br)C2Br)C1C(=O)O (stereo not drawn),61&101
COc1ccc(C2C=C(C)N=C3SC=C(C)N32)cc1OC (stereo not drawn),86
COc1ccc(Cn2c(Br)c3c(c2-c2ccccc2)CCc2sc(NC(C)=O)nc2-3)cc1,89
O=C1CC(c2ccccc2O)Cc2c1cnn2-c1nc2ccccc2[nH]1 (stereo not drawn),94
CC1(C)CCC2(C(=O)O)CCC3(C)C(=CC[C@@H]4C5(C)CCC(=O)C(C)(C)[C@@H]5CCC43C)C2C1 (stereo partly drawn),42
O/N=C\c1cc(-c2ccc(Cl)cc2)on1,130
C[n+]1ccccc1,95
COc1ccc(-c2cc(-c3cccnc3)c(C#N)c(=O)[nH]2)cc1S(N)(=O)=O,101
Cc1ccc2c(n1)C(=O)C(Br)=C(CCc1ccccc1)C2=O,43
CC(=O)O[C@H]1CC[C@]2(C)[C@H]3C(=O)C=C4[C@@H]5C[C@](C)(C(=O)N6CCCN(COC(=O)c7ccco7)CC6)CC[C@]5(C)CC[C@@]4(C)[C@]3(C)CC[C@H]2C1(C)C,100
Cc1nnc(/N=C2\NC(=O)/C(=C/c3cccnc3)S2)s1,103
Nc1nc2ccccc2c2c(=O)c3cccc(Cl)c3sc12,94
COc1ccc(-c2ccc3c(c2)sc2nc(-c4ccc(F)cc4)cn23)cc1,92
Cc1ncc(C(=O)Nc2ccc(CN3CCN(C)CC3)c(C(F)(F)F)c2)cc1C#Cc1cncc2ncccc12,42
CC(=O)NCC1(c2ccccc2)CCN(CCCC(=O)c2ccc(F)cc2)CC1,98
Cc1ccc2nc(C)c(-c3nnc(SCCC(C)C)o3)n2c1,114
CC(=O)ONc1ccc([N+](=O)[O-])c(C(F)(F)F)c1,90
COc1ccc(-c2nc(SC(C)C)nc(NC3CC3)c2C#N)cc1,92
NS(=O)(=O)c1ccc(Nc2nc(NNC(=O)CCl)nc(Nc3ccccc3)n2)cc1,103
CCNC(CCCC1CCCCC1)C(=O)O (stereo not drawn),102
Cc1cccc(NS(=O)(=O)N2CCCCC2)c1,103
CC(C)(C)c1cc(CC(Cc2cc(C(C)(C)C)cc(C(C)(C)C)c2)(C2=N[C@@H]3c4ccccc4C[C@@H]3O2)C2=N[C@H]3c4ccccc4C[C@H]3O2)cc(C(C)(C)C)c1,104
Cc1c(C)c2c(c(C)c1OC(=O)CCC(=O)[O-])CCC(C)(CCCCCCCCCCC[P+](c1ccccc1)(c1ccccc1)c1ccccc1)O2 (stereo not drawn),-35*
COc1ccc(N2C(=O)c3ccccc3[C@@H](C(=O)O)[C@@H]2c2ccccc2)cc1,93
CCC1(CC(C)C)SC(N)=NC1=O (stereo not drawn),111
Nc1c(C(=O)Nc2cccc(Cl)c2)oc2ncccc12,104
CC(=O)Nc1ccccc1S(=O)(=O)O,112
CC(C)(C)c1ccc(OCC(=O)O)cc1,204
COC(=O)Cc1ccc([N+](=O)[O-])cc1[N+](=O)[O-],101
[2H]C([2H])([2H])Oc1ccc(/C=C/C(=O)/C=C(/C=C/c2ccc(OC([2H])([2H])[2H])c(OC([2H])([2H])[2H])c2)OB(F)F)cc1OC([2H])([2H])[2H],38
CCN1C(=O)N(CC)C2Nn3c(s/c(=C\c4ccc([N+](=O)[O-])cc4)c3=O)=NC21 (stereo not drawn),87
CN(C)CCN1C(=O)c2cccc3c(-c4ccc5ncn(C6CCCCC6)c5c4)ccc(c23)C1=O,14
N#CCN1CCCCC1,106
N#Cc1nc(-c2ccccc2)oc1NCC(c1ccc(Cl)cc1)N1CCCCC1 (stereo not drawn),80
CC(=O)OC[C@H]1OC(Sc2sc(C(=O)c3ccc(Cl)cc3)c(N)c2-c2nc3ccccc3s2)[C@@H](OC(C)=O)[C@@H]1OC(C)=O (stereo partly drawn),103
CN(C(=O)c1cc(S(=O)(=O)Nc2cccc(Cl)c2)c(O)c(O)c1O)c1ccc(N(C)C(=O)c2cc(S(=O)(=O)Nc3cccc(Cl)c3)c(O)c(O)c2O)cc1,91
C/C(=N\N1C(=O)c2ccccc2NC1c1ccc(C)cc1)c1c(O)cc(C)oc1=O (stereo not drawn),86
Cc1ccc(NC(=O)c2ccc(N3CCN(c4ccccc4)CC3)cc2)cc1NC(=O)c1coc2nc(N)nc(N)c12,85
CN(C)c1cccc2c(S(=O)(=O)N[C@H]3CC[C@H]4[C@@H]5CCc6cc(O)ccc6[C@H]5CC[C@]34C)cccc12,-27*
Fc1ccc(COc2cccc(-c3nc4sccn4c3-c3ccncn3)c2)cc1,109
C=CCOC(=O)CCCCCC1CCCCC1,99
CC1(C)OC(=O)C(c2ccccc2)O1 (stereo not drawn),103

Structural class, those above containing a thiophene ring, fused or not (2)
SMILES,HL-60(TB)
Cc1nc(-c2cccs2)ccc1NC(=O)Nc1ccc2c(c1)OCO2,90
CC(=O)OC[C@H]1OC(Sc2sc(C(=O)c3ccc(Cl)cc3)c(N)c2-c2nc3ccccc3s2)[C@@H](OC(C)=O)[C@@H]1OC(C)=O (stereo partly drawn),103

Next records:
compound	HL-60(TB)
OC1C2COC(O2)C(O)C1O (stereo not drawn)	109
NC(=S)N1CCOCC1	102
C[C@]1(CO)O[C@@H](n2cc(F)c(=O)[nH]c2=O)C[C@@H]1O	61
CCOC(=O)c1cnn2c(SC)ncnc12	108
COc1ccc(Cn2cc3c(c2-c2ccccc2)CCc2cncnc2-3)cc1	15
NC(N)=NCCC[C@@H]1NC(=O)[C@H](Cc2ccc(O)cc2)NC(=O)CNC(=O)[C@H](CO)NC(=O)[C@H](Cc2ccccc2)NC1=O	107
C/C=C/C(C(=O)NC(N)=O)C(C)C (stereo not drawn)	96
O=C(Nc1ccc2oc(=O)ccc2c1)Nc1c(Br)cc(F)cc1Br	96
N#Cc1c(NCc2ccc(Cl)cc2)oc(-c2ccccc2)c1-c1ccccc1	105
c1ccc(C2(NC3=NCCO3)CCCCC2)cc1	109
CCCN(CCC)C(=O)c1ccc(C)cc1	100
CCOC(=O)c1c(N2CCOCC2)[nH]c(=O)c(C=Nc2c(Cl)cccc2Cl)c1O	73
CCN(CC)CCCOc1ncnc2ccc(Cl)cc12	102
COc1ccc(/C=C2\SC(=S)N(CCCN3CCOCC3)C2=O)c(OC)c1	83
COc1ccc2[nH]c(=O)c(CSc3ccc(Nc4nccc(-c5ccc(C(F)(F)F)cc5)n4)cc3)cc2c1	84
C/C=C/CN(C)c1ccccc1	125
Nc1ncnc2c1NC(c1ccc3c(c1)OCO3)CC(c1ccc([N+](=O)[O-])cc1)N2 (stereo not drawn)	91
CCC(=O)Nc1ccc(C)c(Cl)c1	102
O=C1/C(=C/c2coc3ccccc3c2=O)N=C(c2ccc(Cl)cc2)N1c1ccc(S(=O)(=O)Nc2ncccn2)cc1	98
COc1ccc(C2C=C(c3ccc(Cl)cc3)N=C3SC(C)=CN32)cc1 (stereo not drawn)	106
Cn1cccc1-c1cc(-c2cccc(F)c2)c(C#N)c(=O)[nH]1	98
COc1cc2c(cc1OC)/C(=C\c1sc(=S)n(CCC(=O)O)c1O)C(C(=O)O)=N2	99
[O-]/[N+](=C\c1ccc(-n2cc(Cc3ccccc3Cc3cn(-c4ccc(/C=[N+](/[O-])c5ccccc5)cc4)nn3)nn2)cc1)c1ccccc1	98
COc1ccc(NC(=O)CSc2nc(-c3ccc(OC)c(OC)c3)cc(-c3cc(OC)c(OC)c(OC)c3)n2)cc1	115
Cc1cc(C)cc(/C=N/NC(=O)c2ccc(-n3cc(-c4ccccc4)nn3)cc2)c1	80
O=C(CC1(O)C(=O)Nc2c(Cl)ccc(Cl)c21)c1ccc(Cl)cc1 (stereo not drawn)	98
COc1ccc(/C=C2/Sc3c(F)cccc3C2=O)c(OC)c1	89
CCOC(=O)C1CN(Cc2ccccc2)CCC1=O (stereo not drawn)	98
O=C(Oc1ccccc1-c1ccccc1)c1ccccc1	89
CC(=O)O[C@H]1CC[C@]2(C)[C@H]3CC=C4[C@@H]5CC(C)(C)CC[C@]5(C(=O)NCCCCNCCCN)CC[C@@]4(C)[C@]3(C)CC[C@H]2C1(C)C	102
C=C1C(=O)O[C@H]2[C@H]1CC/C(COC(=O)NC1CCC(O)CC1)=C\CC[C@@]1(C)O[C@@H]21 (stereo partly drawn)	63&71
CCCCC1(CC)COC(c2ccc(C(C)C)cc2)OC1 (stereo not drawn)	106
NC(=O)c1cccc(-n2ccc3cc(NC(=O)c4ccc(F)c(C(F)(F)F)c4)ccc32)n1	84
C[C@H](c1nc2ccccc2[nH]1)[C@H]1CC[C@H]2[C@@H]3CCC4=CC(=O)CC[C@]4(C)[C@H]3CC[C@]12C	87
Nc1cccc2c1C(=O)OC2=O	86
NC(Cc1ccc(O)cc1)C(=O)N/N=C/c1ccccc1Cl (stereo not drawn)	104
CCCC1Cc2cc(-n3nc(C)c4c3CC(C)(C)CC4=O)cc(NC3CCC(O)CC3)c2C(=O)N1 (stereo not drawn)	-8.2*
COc1ccc(CNNC(=O)c2ccncc2)c(OC)c1OC	113
O=C(Cc1ccccc1)N(CCO)CCO	86
COc1ccccc1/C=N\NC(=O)c1ccncc1	95
CN1CCC(OC2c3ccccc3CCc3ccccc32)CC1	99
CCCCCCCCCCC(C(O)c1ccccc1)N1CCCCC1 (stereo not drawn)	-29*
NC(=O)c1cc(N)nc(Cl)n1	92
COc1ccc(-c2cs/c(=N\N=C\c3ccc(C#N)cc3)n2C)cc1	71
COc1ccc2nc(Cl)c(-c3cc(-c4ccccc4)nc(N)n3)cc2c1	-37*
O=C(CCl)Nc1ccccc1SCc1cc(Cl)cc2c1OCOC2	49
COc1cc(-c2cc(-c3nnc(/C=C/c4ccc5c(c4)OCO5)o3)[nH]n2)cc(OC)c1OC	100
CCCCOCCOC(=O)c1ccc(Cl)cc1	103
CCC(C)C(CC)C(=O)NC(N)=O (stereo not drawn)	107
COc1ccc(OC)c2c(C)c(C)[nH]c12	90

Screens as filed in PubChem.
